Screens from PubChem BioAssay.
PLCb3 inh: human PLC-beta3 inhibitors, primary screen, biochemical, fluorescence | 1-phosphatidylinositol 4,5-bisphosphate phosphodiesterase beta-3 (Homo sapiens), Q01970 | Purified PLC-beta3, fluorogenic substrate | inhibition, % at 12.2 µM | 370,000 compounds, 0.18% hits; in the data active means inhibition above about 11%;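 further: 0% = median of compound wells on plate and 100% = full blocker control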
ssDAF-12 act: S. stercoralis DAF-12 nuclear receptor activators, primary screen, cell-based, luminescence, HEK293, GRIP1 co-expression, lit1-tk-luc. HEK293 ssDAF-12/GRIP1 lit1-tk-luc reporter; % of 3 µM dafachronic acid response. activation, % at 6.8 µM. 370,000 compounds, 1% hits. AID 652126, 2013;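 active means activation above the mean over all tested compounds plus 3 SD, cut at about 0.9% in these data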;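 further: 0% = DMSO-only wells and 100% = 3 µM delta7-dafachronic acid wells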
NR1D1 modulator: modulators of Rev-erb alpha DNA binding, primary screen, biochemical, FITC-DNA, fluorescence polarization, uHTS. Nuclear receptor subfamily 1 group D member 1 (Homo sapiens), P20393. Rev-erbα–FITC-DNA binding, 90 min. activity, % at 10 µM. 370,000 compounds, 0.79% hits. AID 1259318, 2017;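 active means activity above about 14%, limit read from the data; passing the limit was not always enough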;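 further: 0% = DMSO wells with 35 nM protein and 100% = DMSO wells with 750 nM protein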
DAX1 inh-1: DAX1 (NR0B1) inhibitors, primary screen, cell-based, HEK293, Gal4-DAX1, luciferase luminescence; Nuclear receptor subfamily 0 group B member 1 (Homo sapiens), P51843; HEK293 Gal4-DAX1 luciferase reporter; inhibition, % at 6.75 µM; 340,000 compounds, 0.99% hits; AID 504766, 2011;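 active means inhibition above the mean over all tested compounds plus 3 SD, cut at about 4.2% in these data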;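 further: 0% = DAX1-transfected cells with DMSO and 100% = empty-vector control cells with DMSO; inhibition shows as a rise in luminescence from relieved DAX1 repression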
hgDAF12 agonist: H. glycines DAF-12 receptor agonists, primary screen, cell-based, luminescence, HEK293, GAL4 fusion, UAS-luciferase; HEK293 GAL4-hgDAF12 UAS-luciferase reporter, agonist luminescence; normalized to butyrate control; activation, % at 6.8 µM; 370,000 compounds, 1.8% hits;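 active means activation above a cutoff set at the mean of all screened compounds plus 3 SD, cut at about 10% in these data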;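 further: 0% = DMSO wells and 100% = sodium butyrate wells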
PG9 binder: binders of HIV-1 gp120 antibody PG9, primary screen, biochemical, TR-FRET; HIV-1 gp120 / PG9 antibody interaction; TR-FRET gp120-PG9 antibody binding; inhibition, % at 6.7 µM; 360,000 compounds, 0.43% hits; AID 624416, 2012; in the data active means inhibition above about 8.5%
SMARCA2 activ: SMARCA2 (BRM) function activators, primary screen, cell-based, luminescence, high throughput | MG213 cells, MMTV-luciferase reporter, dexamethasone, overnight | AID 652017, 2013 | activation, % at 9.1 µM | 370,000 compounds, 1% hits; in the data active means activation above about 7.8%;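 further: 0% = vehicle wells and 100% = reference activator wells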
sPLA2-III inh: human group III sPLA2 inhibitors, primary screen, biochemical, QFRET, BODIPY PC-A2 liposome substrate; AID 743126, 2013; QFRET BODIPY PC-A2 liposome hydrolysis, fluorescence; inhibition, % at 12.2 µM; 370,000 compounds, 0.56% hits;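 active means inhibition above mean plus 3 SD of compounds lying within the high and low control bounds, cut at about 19% in these data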;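 further: 0% = median of test compound wells and 100% = no enzyme DMSO wells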
Target sequence (Q9NZ20 whole entry, looked up): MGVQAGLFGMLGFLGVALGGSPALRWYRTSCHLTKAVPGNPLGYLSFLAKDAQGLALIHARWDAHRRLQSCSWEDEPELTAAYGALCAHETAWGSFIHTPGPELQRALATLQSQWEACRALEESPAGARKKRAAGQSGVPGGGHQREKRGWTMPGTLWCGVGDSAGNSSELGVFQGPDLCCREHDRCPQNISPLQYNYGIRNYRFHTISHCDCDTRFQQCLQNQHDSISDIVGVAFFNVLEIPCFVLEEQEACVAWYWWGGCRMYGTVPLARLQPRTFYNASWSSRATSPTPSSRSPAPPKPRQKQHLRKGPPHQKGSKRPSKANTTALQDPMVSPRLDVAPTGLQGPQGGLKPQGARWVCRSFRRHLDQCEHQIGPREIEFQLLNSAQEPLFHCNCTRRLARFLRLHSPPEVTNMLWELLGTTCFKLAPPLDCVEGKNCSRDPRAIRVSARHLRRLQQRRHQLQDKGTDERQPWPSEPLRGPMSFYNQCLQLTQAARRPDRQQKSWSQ
hcDAF-12 act: H. contortus DAF-12 nuclear receptor activators, primary screen, cell-based, luminescence, HEK293, lit1-tk-luc reporter. HEK293 hcDAF-12 lit1-tk-luc reporter; 0% DMSO, 100% Δ7-dafachronic acid. activation, % at 6.8 µM. 370,000 compounds, 1.4% hits. AID 652067, 2013;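 active means activation above the mean of all tested compounds plus 3 SD, cut at about 5.5% in these data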;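 further: 100% = response to 3 µM Δ7-dafachronic acid high control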
FXN GAA850 act: FXN promoter activators, primary screen, cell-based, luciferase luminescence, HEK293 lucGAA850; HEK293 lucGAA850 FXN promoter luciferase reporter, 24 h; percent of 10 µM SAHA response; activation, % at 6 µM; 360,000 compounds, 0.56% hits; AID 540364, 2011;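 active means activation above the average of all compounds screened plus 3 SD, cutoff fixed separately per campaign, cut at about 7.5% in these data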;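 further: 0% = DMSO wells and 100% = 10 µM SAHA wells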
DAX1 inh-2: DAX1 (NR0B1) inhibitors on StAR promoter, primary screen, cell-based, luminescence, SF-1 (NR5A1), full-length DAX-1; HEK293T StAR-luciferase reporter, SF-1/DAX-1 repression relief; inhibition, % at 6.8 µM; 370,000 compounds, 1.1% hits; AID 652010, 2013;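 active means inhibition above the mean over all tested compounds plus 3 SD, cut at about 3.6% in these data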;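 further: 0% = DAX-1 cells with DMSO and 100% = cells lacking DAX-1 with DMSO; higher inhibition means more luminescence from relief of DAX-1 repression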
Starred values were filed as active, the others as inactive; i = inactive; nt = not tested or not shown. Outcome played no part in choosing rows. Share with any hit: about 7%.

Key to letters – A = PLCb3 inh; B = ssDAF-12 act; C = NR1D1 modulator; D = DAX1 inh-1; E = hgDAF12 agonist; F = PG9 binder; G = SMARCA2 activ; H = sPLA2-III inh; I = hcDAF-12 act; J = FXN GAA850 act; K = DAX1 inh-2
CCC(=O)n1nc(-c2ccc(OC)cc2)nc1N
  A: 1; B: -0.9; C: 2; D: -1.2; E: -0.1; F: 0.6; G: -2; H: 3; I: -0.6; J: 1.4; K: 0.5
COc1cc(-c2c(C#N)c(N)nc3c2CCCC3)cc(OC)c1OC
  A: -194; B: -0.9; C: 11; D: -2.0; E: -0.8; F: -0.4; G: -3; H: -5; I: -0.5; J: 0.9; K: -0.8
CCOc1ccc(-c2nnn(CC(=O)Nc3cc(OC)ccc3OC)n2)cc1OCC
  A: 2; B: -1.8; C: 0; D: -1.6; E: 0.2; F: -1.9; G: 0; H: -31; I: -3.1; J: -0.2; K: -0.2
Cc1cc(=O)n2c(n1)NC(Nc1cccc(C)c1C)=NC2c1ccc(F)cc1 (stereo unspecified)
  A: -1; B: 0.1; C: -3; D: nt; E: 1.4; F: 0.5; G: -5; H: 12; I: 0.3; J: -0.1; K: -0.2
Cc1ccc2nc(SCc3cccc([N+](=O)[O-])c3)nc(C)c2c1
  A: -1; B: -0.7; C: 1; D: 0.8; E: 1.2; F: -1.4; G: 2; H: 0; I: 0.5; J: 0.0; K: 0.3
Cc1ccc(OCCn2cc(C#N)c3ccccc32)cc1
  A: 3; B: -0.7; C: 0; D: -0.8; E: 3.1; F: -0.4; G: 2; H: -21; I: 0.8; J: 2.7; K: -0.6
CC1(C)Cc2nc3[nH]c(=S)[nH]c(=O)c3cc2CO1
  A: -3; B: -1.5; C: -1; D: 4.8*; E: 0.9; F: 1.1; G: 1; H: 16; I: 0.3; J: 2.2; K: 1.0
COc1ccc(Cn2ccc3ccc(-c4ccc5ccn(C(=O)C6CCC6)c5c4)cc32)cc1
  A: -248; B: -0.1; C: 15; D: nt; E: 5.6; F: nt; G: 0; H: -1; I: -1.9; J: nt; K: -1.1
CC1=C(C(N)=O)C(c2ccccn2)n2nc(SCc3ccccc3Cl)nc2N1 (stereo unspecified)
  A: 3; B: -0.6; C: -2; D: 0.2; E: -1.1; F: -2.8; G: 4; H: 10; I: 0.9; J: -1.3; K: -0.7
O=C(O)c1ccccc1-c1ccccc1C(=O)NNc1ccc([N+](=O)[O-])cc1
  A: -2; B: -0.2; C: 5; D: -0.6; E: -3.2; F: 0.0; G: -2; H: -5; I: -1.2; J: 1.1; K: -0.1
CC(C)NC(=O)CN(C(=O)CCC(=O)Nc1nccs1)c1ccc(C(C)C)cc1
  A: 2; B: -0.8; C: 4; D: -0.8; E: 1.3; F: -0.3; G: -3; H: 15; I: -1.4; J: 1.1; K: -0.1
COc1cc(CNC(=O)c2cc3ccccc3oc2=O)cc(OC)c1OC
  A: -2; B: -1.0; C: -4; D: -0.8; E: -0.3; F: -1.6; G: -1; H: -4; I: -0.9; J: -1.3; K: 1.0
CN(C)CCCNS(=O)(=O)c1ccc(N2CCC(c3ccc(Cl)cc3)=N2)cc1
  A: i; B: -1.7; C: -13; D: nt; E: -0.6; F: 0.3; G: 7; H: -6; I: 0.3; J: nt; K: 0.2
CN1C[C@H]2CON(C)[C@H]2C[C@H]1c1cccc(-c2ccc(C#N)cc2)c1
  A: 1; B: -0.8; C: -5; D: -0.7; E: -1.2; F: 1.6; G: -3; H: 7; I: -0.7; J: -1.3; K: 1.4
COc1ccc(F)cc1S(=O)(=O)Nc1cccc(C(=O)O)c1
  A: 0; B: -0.3; C: 0; D: 0.0; E: -1.0; F: -1.2; G: 3; H: 0; I: 4.9; J: -0.6; K: 0.2
C=CCn1c(Sc2ccccc2)nc2c1c(=O)[nH]c(=O)n2C
  A: 1; B: -1.4; C: 0; D: 0.5; E: -2.0; F: -1.7; G: 1; H: 8; I: -1.4; J: 5.5; K: -0.2
O=S(=O)(NCc1ccc2c(c1)OCO2)c1ccc(F)c(F)c1
  A: -3; B: -0.9; C: 6; D: 2.9; E: 0.2; F: -1.5; G: -1; H: -7; I: -2.4; J: 1.6; K: 0.1
COCCn1c(SCC(=O)NC2CCCC2)nc2ccccc2c1=O
  A: -6; B: -1.2; C: 3; D: -0.7; E: -0.3; F: -1.5; G: -2; H: 13; I: -0.6; J: 1.2; K: -1.2
CCOc1ccc(Cl)cc1/C=N/NC(=O)c1ccccc1
  A: 0; B: -1.2; C: 4; D: 0.3; E: 6.9; F: -0.9; G: 2; H: 14; I: 2.4; J: 2.6; K: -0.1
COc1cc(C2c3c(oc4ccccc4c3=O)C(=O)N2c2nccs2)ccc1O (stereo unspecified)
  A: -9; B: -1.3; C: -1; D: -1.0; E: -2.2; F: 0.7; G: -3; H: -15; I: -0.5; J: 2.1; K: -0.1
CCC(C)[C@H]1COCCS(=O)(=O)N1Cc1ccc(C)cc1 (stereo partly specified)
  A: -2; B: -1.8; C: -5; D: 0.1; E: -0.3; F: 0.2; G: -2; H: 0; I: -1.4; J: -0.2; K: 0.3
O=C(Nc1ccc(-c2nc3cc(NC(=O)c4cccs4)ccc3o2)cc1)c1cccs1
  A: -1; B: -0.7; C: -20; D: -1.3; E: 0.2; F: 0.8; G: -2; H: 9; I: -1.2; J: -0.8; K: 0.2
CC1=CC(C)(C)[N+](C)=CN1c1ccccc1
  A: 0; B: -1.6; C: -5; D: -1.2; E: 0.7; F: -1.0; G: 0; H: -1; I: -1.1; J: 1.6; K: 0.0
